Source: PubChem
Peg3 promoter – Peg3 promoter activity inhibition | HeLa PEG-Prom luciferase reporter, luminescence, overnight | inhibition, % at 20 µM | hit rate 1.7% among 360,000 | AID 588405;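 active = inhibition of at least 50% at 20 µM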
hiPSC survival – enhancers of human iPSC single-cell survival | hiPSC single-cell survival, ATPlite luminescence; 100% = ROCK inhibitor wells, 0% = DMSO | survival enhancement, % at 20 µM | hit rate 0.044% among 360,000 | AID 602274; in the data active = survival enhancement above about 18%;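 also: cells exposed to compounds for 16 hours before the ATP read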
NR2E3 ag-1 – human photoreceptor-specific nuclear receptor agonism | Q9Y5X4 | CHO-S Gal4-NCOR/VP16-NR2E3 two-hybrid, luciferase | inhibition of corepressor binding, % at 3.98 µM | hit rate 0.35% among 360,000 | AID 602229;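 active = inhibition above the mean of all tested compounds plus 3 SD, cut at about 70% in these data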;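 also: 0% = DMSO with NR2E3 transfected cells and 100% = cells lacking NR2E3 construct; higher means lower luciferase signal from less NR2E3 corepressor binding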
Target sequence (Q9Y5X4 whole entry, looked up, the tested form may be a part): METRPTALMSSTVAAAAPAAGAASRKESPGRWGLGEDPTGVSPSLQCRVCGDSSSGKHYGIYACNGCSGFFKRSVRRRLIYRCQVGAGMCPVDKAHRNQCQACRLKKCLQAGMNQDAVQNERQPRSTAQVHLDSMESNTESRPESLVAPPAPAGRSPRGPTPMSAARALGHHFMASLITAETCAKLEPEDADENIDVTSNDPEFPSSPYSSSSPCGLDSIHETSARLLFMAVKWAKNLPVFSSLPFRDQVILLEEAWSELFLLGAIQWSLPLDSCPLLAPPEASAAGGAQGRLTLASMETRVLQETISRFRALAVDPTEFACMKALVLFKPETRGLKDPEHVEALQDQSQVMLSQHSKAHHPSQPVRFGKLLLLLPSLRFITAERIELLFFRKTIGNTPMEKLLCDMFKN
PDI turbidity – inhibitors of human protein disulfide isomerase; hit rate 0.052% among 350,000; PDI insulin aggregation turbidity, A650, 90 min; AID 588391; inhibition, % at 10 µM;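 active = mean inhibition across replicates of 30% or more, whatever share of single replicates reach that level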;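 also: absorbance from insulin aggregation driven by PDI reduction with DTT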
Target sequence (P07237 whole entry, looked up): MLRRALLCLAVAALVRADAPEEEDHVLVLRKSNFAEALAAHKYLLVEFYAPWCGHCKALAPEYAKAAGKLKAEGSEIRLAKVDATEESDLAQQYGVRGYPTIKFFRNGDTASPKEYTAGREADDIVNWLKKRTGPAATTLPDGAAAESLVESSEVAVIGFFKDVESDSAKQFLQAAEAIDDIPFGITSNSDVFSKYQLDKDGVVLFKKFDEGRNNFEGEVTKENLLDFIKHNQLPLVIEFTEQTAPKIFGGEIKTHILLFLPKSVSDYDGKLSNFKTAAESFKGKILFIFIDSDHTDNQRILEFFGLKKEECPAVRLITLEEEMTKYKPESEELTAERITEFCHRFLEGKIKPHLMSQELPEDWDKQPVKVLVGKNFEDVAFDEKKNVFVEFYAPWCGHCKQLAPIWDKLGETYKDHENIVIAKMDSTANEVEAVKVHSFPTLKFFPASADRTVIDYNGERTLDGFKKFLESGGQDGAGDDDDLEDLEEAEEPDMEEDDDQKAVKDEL
HIF-2a block – blocks HIF-2a reporter activity; 786-0 RCC cells HIF-2a reporter, luciferase luminescence, overnight; inhibition, % at 18.8 µM; hit rate 0.72% among 360,000; AID 624352;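 active = inhibition of the luminescence signal of 40% or more relative to plate controls, in a single-dose primary screen at 18.75 µM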
Vif inh – HIV Vif inhibition; HEK293T cells, Vif self-association by quenched fluorescence, imaging, 24 h; AID 602346; hit rate 0.35% among 340,000; inhibition, % at 7.49 µM; in the data active = inhibition above about 50%, passing the limit was not always enough; also: some results filed as inactive read as strong as hits
CaV13 ICDI inh – Primary screen for inhibitors of IQ motif and Ca2+-dependent inactivation inhibitor domain binding in CACNA1D, Förster resonance energy transfer in living cells, …; HEK cells, CFP/YFP FRET ICDI-IQ, plate reader, 10 min; percent FRET-ratio fall versus neutral wells; inhibition, % at 12.3 µM; hit rate 0.098% among 340,000; AID 743397;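 active = mean replicate inhibition of at least 30% and at least 1% of replicates passing that level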;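 also: 0% = median of the neutral control wells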
TRPM1 prom inh – reduces MITF-dependent TRPM1 promoter luciferase signal. SK-MEL-5 TRPM1 promoter luciferase, 24 h. inhibition, % at 12.5 µM. hit rate 0.83% among 330,000. AID 488899;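 active = mean inhibition across replicates of 60% or more, whatever share of single replicates reaches that level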; also: values of inactives mirror those of a sister screen read the other way
aDG glyco up – alpha-DG glycosylation activation; Pro5-aDG cells, alpha-DG glycosylation AlphaScreen (IIH6); 0% Pro5, 100% B10-LARGE cell signal; activation, % at 10 µM; hit rate 0.22% among 360,000;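 active = activation of at least 8% versus controls, or a plate z-score of at least 8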;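 also: Pro5 are CHO cells carrying HIG-tagged alpha-DG that lacks glycosylation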
Granule exo inh – lytic granule exocytosis inhibition; TALL-104 LAMP-1 surface exposure, flow cytometry; cells stimulated with thapsigargin and PMA; inhibition, % at 10 µM; hit rate 0.66% among 360,000;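 active = inhibition above about 55%, limit read from the data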
NR2E3 ag-2 – agonists of human nuclear receptor NR2E3 | GST-NR2E3/biotin-RetCOR TR-FRET, 1536-well | inhibition of corepressor binding, % at 4.78 µM | hit rate 0.12% among 320,000 | AID 2300;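 active = percent inhibition above the cutoff of mean plus 3 SD of all tested compounds, set per screening campaign, cut at about 20% in these data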;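 also: 0% = DMSO wells and 100% = biotin wells as full block of FRET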
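Material: NR2E3–RetCOR corepressor complex | Quantity: 1.35 nM GST-tagged NR2E3 final | Schedule: 5 h at 4 °C | Replication: Singlicate compound wells | Reagent: RetCOR corepressor, biotinylated, 7 nM | Controls: Biotin wells as high control, 0.6% DMSO wells as low control | Signal: TR-FRET, Eu(K)-anti-GST donor, streptavidin-D2 acceptor, ex 340, em 617/671 nm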
* hit, by the source's call; x = no result given.

#	smiles	Peg3 promoter	hiPSC survival	NR2E3 ag-1	PDI turbidity	HIF-2a block	Vif inh
1	COc1ccc(-c2[nH]ncc2CN2CCCN(C(=O)c3ccco3)CC2)cc1F	17	-0.1	-10	-11	14	-3
2	CCN(C[C@H]1N[C@@](C)(C(=O)OC)[C@H]2C(=O)N(C)C(=O)[C@@H]12)C(=O)COC	-5	-0.7	-7	9	1	6
3	Cc1ccc(NC(=O)CSc2nc3c(c(=O)n(C)c(=O)n3C)n2C)cc1	14	0.3	12	3	8	-10
4	Cc1ccc(Nc2ncnc3nc[nH]c23)cc1Cl	-321	-0.6	-115	2	-235	-5
5	C=C1C(=O)c2sccc2C(c2ccc(OC)c(OC)c2)C1COC(C)=O (configuration not stated)	105*	4.9	22	-7	87*	22
6	COC(=O)CCC(=O)NC(=S)Nc1ccc(S(=O)(=O)Nc2cc(C)on2)cc1	-3	-0.3	10	3	16	-9
7	COc1ccc(C(=O)/C=C/c2ccc(O)cc2)c2c1CC(O)C(C)(C)O2 (configuration not stated)	13	1.4	8	x	12	26
8	CC[C@@]12C(=O)N(c3cccc(Br)c3)C(=O)N1[C@H](c1ccc(F)cc1)[C@@H]1C(=O)N(C3CCCCC3)C(=O)[C@@H]12	14	2.0	-7	-7	9	-1
9	CCN1C(=O)c2cccc3c(S(=O)(=O)Nc4ccccn4)ccc1c23	-21	-2.6	-22	9	-55	31
10	CC(OC(=O)Cn1[nH]c(=O)c2ccccc2c1=O)C(=O)Nc1ccccc1[N+](=O)[O-] (configuration not stated)	2	-0.5	-8	8	3	8
11	COc1cccc(N2CCN(C(=O)CN3C(=O)NC(C)(c4ccc5ccccc5c4)C3=O)CC2)c1 (configuration not stated)	9	-0.4	-6	-5	14	-1
12	Cc1nc2scc(C)n2c(=O)c1S(=O)(=O)N1CCN(c2cccc(C(F)(F)F)c2)CC1	10	1.0	-14	0	8	-9
13	COc1ccc(C(C)=O)cc1OCc1ccccc1	5	-1.7	-32	4	-8	5
14	COc1ccccc1CNC(=O)c1ccc(Br)o1	-22	4.0	11	0	-11	-3
15	CCN(CC)c1ccc(-c2n[nH]c(=S)n2-c2ccccc2)cc1	32	0.1	-24	-3	14	4

#	CaV13 ICDI inh	TRPM1 prom inh	aDG glyco up	Granule exo inh	NR2E3 ag-2
1	7	-1	0.0	-2	-3
2	-5	-1	0.0	2	x
3	-8	10	0.2	-3	1
4	-6	x	0.0	2	6
5	-5	98*	-0.3	28	x
6	x	3	-0.3	-10	x
7	x	12	0.1	2	x
8	-10	3	0.4	2	2
9	-6	14	-0.1	5	-3
10	-4	2	0.0	-7	1
11	-6	15	0.5	-1	-1
12	-4	17	0.5	-3	0
13	-5	x	0.2	-4	x
14	-10	-4	0.3	10	-1
15	0	13	0.1	0	2

(cont.)
#	smiles	Peg3 promoter	hiPSC survival	NR2E3 ag-1	PDI turbidity	HIF-2a block	Vif inh
16	COCCNC(=O)c1ccc2c(c1)ncn2-c1ccc(C)c(Cl)c1	-17	-0.5	-31	3	-32	2
17	COc1ccc(NC(=O)c2ccco2)cc1NC(=O)c1ccc(C)cc1	4	-0.7	3	4	-6	2
18	CC(=O)N1c2ccc(S(=O)(=O)N3CCC(C(=O)NC4CCC(C)CC4)CC3)cc2CC1C (configuration not stated)	-4	-0.2	-19	0	2	5
19	CC1(C(=O)NS(=O)(=O)c2ccccc2)CCN1C(=O)COc1ccc(Cl)cc1 (configuration not stated)	-11	2.2	0	0	5	-4
20	Cc1nc2sccn2c(=O)c1S(=O)(=O)N1CCN(c2ccccc2F)CC1	-11	5.9	-13	x	-6	-1
21	FC(F)Sc1ccc(NC(=S)NCC2CCCCC2)cc1	-75	0.7	-65	-3	-164	-9
22	CCOC(=O)NNC(=O)c1[nH]c2ccc(Br)cc2c1-c1ccccc1	27	-0.6	-51	0	32	-14
23	Cc1ccc(CN(C(=O)CNC(=O)c2cccs2)C(C(=O)NCC2CCCO2)c2ccccc2)cc1 (configuration not stated)	33	-0.6	8	-1	8	-5
24	O=C(c1cc(COc2cccc(C(F)(F)F)c2)on1)N1CCCC1	-114	1.6	-63	-5	-197	2
25	CCOc1ccc(NC(=O)CSC(N)=O)cc1	13	0.3	-81	12	9	14
26	CCOC(=O)C1=C(CNCc2ccccc2Cl)NC(=O)NC1c1ccc2c(c1)OCO2 (configuration not stated)	21	0.9	-25	1	16	-13
27	Cc1ccc(C(=O)c2cncc(Br)c2)cc1	-78	-1.5	-23	-7	-66	-1
28	CCOC(=O)c1cc(NC(=O)c2cccs2)ccc1N1CCOCC1	14	0.1	19	2	19	-1
29	COC(=O)CSC(C)C(=O)Nc1nnc(C(C)C)s1 (configuration not stated)	6	5.1	12	-2	10	-10
30	Cc1ccc(C(=O)NC2CCCCCC2)cc1N1CCCC1=O	-9	0.6	-46	-1	-63	x

#	CaV13 ICDI inh	TRPM1 prom inh	aDG glyco up	Granule exo inh	NR2E3 ag-2
16	-19	-33	-0.1	6	6
17	-5	9	0.0	0	2
18	-2	10	-0.3	0	0
19	-6	x	0.1	9	x
20	6	x	-0.1	-2	x
21	-8	-17	1.5	0	2
22	-19	-4	-0.1	10	-1
23	-11	11	-0.3	-1	5
24	-5	x	0.0	-3	x
25	x	2	-0.1	14	0
26	-7	-1	0.1	0	1
27	-5	-45	-0.2	-1	-4
28	-6	-16	-0.2	-4	-5
29	-5	-11	-0.2	-5	-2
30	x	-20	-0.1	-5	1

The closing 5 compounds of the part above open the next one.
#	smiles	Peg3 promoter	hiPSC survival	NR2E3 ag-1	PDI turbidity	HIF-2a block	Vif inh
26	CCOC(=O)C1=C(CNCc2ccccc2Cl)NC(=O)NC1c1ccc2c(c1)OCO2 (configuration not stated)	21	0.9	-25	1	16	-13
27	Cc1ccc(C(=O)c2cncc(Br)c2)cc1	-78	-1.5	-23	-7	-66	-1
28	CCOC(=O)c1cc(NC(=O)c2cccs2)ccc1N1CCOCC1	14	0.1	19	2	19	-1
29	COC(=O)CSC(C)C(=O)Nc1nnc(C(C)C)s1 (configuration not stated)	6	5.1	12	-2	10	-10
30	Cc1ccc(C(=O)NC2CCCCCC2)cc1N1CCCC1=O	-9	0.6	-46	-1	-63	x
31	Cc1[nH]ncc1-c1nc2ccccc2[nH]1	-32	1.9	-8	0	-33	23
32	Cc1cc(C)c(S(=O)(=O)N2CCN(C(=O)c3cc4ccccc4oc3=O)CC2)c(C)c1	25	-0.4	-21	-1	20	-2
33	COc1ccc(NC(=O)CSc2nnnn2C2CCCCC2)cc1	5	-0.1	1	18	-7	5
34	CCN1C[C@@H]2[C@@H]3C(=O)N(C)C(=O)[C@@H]3[C@](C)(C1=O)N2C(=O)c1ccc(Cl)cc1	-4	3.9	-20	5	11	0
35	COc1cccc(CN(C)C(=O)c2cc(S(=O)(=O)N3CCCC3)ccc2C)c1OC	-4	0.1	12	2	2	-6
36	OC[C@@H]1CN(Cc2cccc(C(F)(F)F)c2)C[C@H](n2cnc3c(NCc4ccco4)ncnc32)O1	10	-1.2	-26	3	7	-9
37	COCCNC(=O)c1cc2c3ccccc3n(C)c2s1	-19	0.9	-1	-3	-39	-2
38	CCn1c(=O)cc(SCC(=O)N2CCN(c3ccccc3OC)CC2)c2ccccc21	3	4.5	38	6	-9	1
39	CCOC(=O)c1c(C)[nH]c(C(=O)COc2ccc3c(c2)OCO3)c1C	-89	-1.8	-74	-3	-64	-17
40	Cc1cc(C(=O)N2CCN(c3ccccc3)CC2)c(C)o1	-7	-0.7	-10	16	-38	2
41	CSc1nccc(Oc2ccccc2Cl)n1	-31	0.1	-23	0	-30	3
42	O=C(N/N=C/c1ccccn1)c1ccc(Br)cc1	-108	1.6	0	-2	-145	5
43	CC(C)C(NC=C1C(=O)OC(C)(C)OC1=O)C(=O)O (configuration not stated)	11	2.6	10	1	3	-7
44	CCCCN(C)c1c(C)nc2ccc(C(=O)NC3CCN(C)CC3)cn12	-10	0.1	24	-6	3	-13
45	CCOc1ccc(/C=C/C2=Cc3c(sc(NC(=O)CSc4n[nH]c(N)n4)c3C#N)C(C)(C)C2)cc1	5	0.5	-34	2	-21	9

#	CaV13 ICDI inh	TRPM1 prom inh	aDG glyco up	Granule exo inh	NR2E3 ag-2
26	-7	-1	0.1	0	1
27	-5	-45	-0.2	-1	-4
28	-6	-16	-0.2	-4	-5
29	-5	-11	-0.2	-5	-2
30	x	-20	-0.1	-5	1
31	-3	14	-0.2	20	-2
32	-2	6	-0.2	2	2
33	-4	-10	-0.1	0	-3
34	-10	-7	-0.2	6	x
35	-15	5	-0.1	8	x
36	-12	x	-0.2	-9	x
37	-5	10	-0.1	2	2
38	-3	13	0.0	4	-8
39	-3	-37	0.1	-2	5
40	-8	-1	0.8	1	0
41	-3	x	-0.2	-6	-1
42	-9	31	-0.4	-7	-3
43	-7	1	0.0	-2	-1
44	-11	x	-0.3	2	x
45	-21	-8	-0.3	78*	-1

Copied from above: entries 41–42
#	smiles	Peg3 promoter	hiPSC survival	NR2E3 ag-1	PDI turbidity	HIF-2a block	Vif inh
41	CSc1nccc(Oc2ccccc2Cl)n1	-31	0.1	-23	0	-30	3
42	O=C(N/N=C/c1ccccn1)c1ccc(Br)cc1	-108	1.6	0	-2	-145	5

#	CaV13 ICDI inh	TRPM1 prom inh	aDG glyco up	Granule exo inh	NR2E3 ag-2
41	-3	x	-0.2	-6	-1
42	-9	31	-0.4	-7	-3

Additional compounds.
#	smiles	Peg3 promoter	hiPSC survival	NR2E3 ag-1	PDI turbidity	HIF-2a block	Vif inh
46	CCCNC(C)C(=O)Nc1ccccc1C (configuration not stated)	3	-0.7	-21	4	6	-1
47	Cc1ccc(CNc2ccc(N3CCOCC3)cc2)s1	-172	-0.5	-9	-1	-152	1
48	Cc1ccc(S(=O)(=O)N(C)C)cc1NC(=O)COC(=O)c1ccc2ccccc2n1	3	-3.0	-40	-1	10	0
49	COc1ccc(CSCC(=O)Nc2ccccc2)cc1[N+](=O)[O-]	-8	-0.6	2	-2	-26	-4
50	Cn1c(-c2cc3ccc(OC(=O)C(C)(C)C)cc3oc2=O)nc2ccccc21	-124	0.2	-75	5	-149	-9
51	CC(C)(C)C(=O)N1CCN(C(c2ccccc2)c2ccccc2)CC1	11	0.4	2	-8	22	-4

#	CaV13 ICDI inh	TRPM1 prom inh	aDG glyco up	Granule exo inh	NR2E3 ag-2
46	-5	4	0.0	3	3
47	-8	-83	-0.3	-2	0
48	-3	4	-0.1	4	0
49	-2	-6	0.0	7	-2
50	21	-50	-0.2	0	0
51	x	-1	0.0	-9	1

Hits appear at their usual frequency; any-hit rate near 3.5%.
